Tau ThT inhib – inhibitors of human tau fibril formation, thioflavin T binding | P10636 | recombinant tau K18 P301L (four-repeat tau fragment), heparin-induced fibrillization, ThT fluorescence | Potency, µM (highest dose often 57.4 µM), for the others: top-dose activity, negative = inhibition, usual class: inhibitors | actives 2.1% (n = 270,000) | AID 1460; also: nearly all actives have a fitted effect of over 55% in size
Target sequence (P10636 561-689 P618L limits assumed): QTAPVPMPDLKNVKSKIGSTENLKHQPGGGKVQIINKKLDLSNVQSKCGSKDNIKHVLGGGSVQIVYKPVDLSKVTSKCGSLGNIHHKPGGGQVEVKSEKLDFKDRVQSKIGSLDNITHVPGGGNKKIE
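Aggregation was driven by heparin (20 uM final) acting on recombinant tau […] bearing P301L in 100 mM sodium acetate pH 7; fibrils were detected with Thioflavin T.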
L3MBTL1 inh – inhibitors of human L3MBTL1. Q9Y468. AlphaScreen L3MBTL1–H3K9me1 peptide binding. Potency, µM (top dose mostly 57.1 µM), inactives show top-dose activity, negative = inhibition, most hits filed as inhibitors. actives 0.66% (n = 230,000); also: nearly all actives have a fitted effect of over 60% in size
Target sequence (Q9Y468 whole entry, looked up): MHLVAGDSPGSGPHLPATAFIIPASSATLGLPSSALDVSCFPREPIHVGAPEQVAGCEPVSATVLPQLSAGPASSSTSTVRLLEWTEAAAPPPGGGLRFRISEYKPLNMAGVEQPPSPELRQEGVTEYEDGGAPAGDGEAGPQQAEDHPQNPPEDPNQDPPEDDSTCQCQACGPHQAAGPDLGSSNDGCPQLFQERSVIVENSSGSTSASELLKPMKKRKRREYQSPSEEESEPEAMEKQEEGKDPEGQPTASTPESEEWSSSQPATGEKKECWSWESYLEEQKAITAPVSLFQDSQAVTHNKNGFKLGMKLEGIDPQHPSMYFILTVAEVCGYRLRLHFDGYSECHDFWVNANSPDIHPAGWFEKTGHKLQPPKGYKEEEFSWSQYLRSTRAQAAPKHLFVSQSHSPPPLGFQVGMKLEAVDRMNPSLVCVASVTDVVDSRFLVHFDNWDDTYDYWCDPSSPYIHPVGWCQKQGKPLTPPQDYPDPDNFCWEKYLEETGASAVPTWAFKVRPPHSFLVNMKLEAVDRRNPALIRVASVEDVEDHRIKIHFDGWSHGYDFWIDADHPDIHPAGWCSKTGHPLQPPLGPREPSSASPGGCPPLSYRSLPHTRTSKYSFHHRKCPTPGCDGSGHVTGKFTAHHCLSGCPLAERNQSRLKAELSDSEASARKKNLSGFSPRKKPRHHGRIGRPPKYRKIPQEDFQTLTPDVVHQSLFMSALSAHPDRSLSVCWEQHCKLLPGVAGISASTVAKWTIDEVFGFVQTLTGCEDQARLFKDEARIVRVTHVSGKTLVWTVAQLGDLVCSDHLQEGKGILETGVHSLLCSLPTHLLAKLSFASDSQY
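Read-out is AlphaScreen signal from streptavidin donor and nickel chelate acceptor beads (10 ug/mL final each) bridging L3MBTL1 (50 nM) and biotinylated K9-monomethylated H3(1-15) peptide (75 nM), after 30 min compound exposure at room temperature.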
RECQ1 inh – inhibitors of human RECQ1 DNA helicase; P46063; RECQ1 DNA unwinding, red fluorescence kinetic read; Potency, µM (top dose mostly 57.3 µM), for inactives: at the top dose activity, negative = inhibition, most hits filed as inhibitors; actives 0.54% (n = 240,000); AID 2549;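 also: plate controls were vehicle for no effect and no enzyme for full effect; nearly all actives have a fitted effect of over 30% in size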
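50 nM RECQ1T1 preincubated 15 min with compound in Tris pH 8.0 buffer with MgCl2, DTT, Tween-20 and 2.5 ug/ml poly(dI-dC); started with 200 nM TAMRA/BHQ-2 forked duplex and 2 mM ATP. Unwinding read as fluorescence (525/598 nm), two reads 2 h apart.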
TRb-SRC2 inh – disrupts binding of human TR beta to SRC2 | P10828 | TRbeta-SRC2 peptide binding, fluorescence polarization; receptor liganded with 1 µM T3 | Potency, µM (top dose mostly 106 µM), for inactives: at the highest dose activity change, negative = inhibition, most hits filed as inhibitors | actives 0.065% (n = 280,000) | AID 1469;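 also: plate controls were bound peptide for no effect and peptide without receptor for full effect; nearly all actives have a fitted effect of over 50% in size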
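Quantitative HTS by FP: 0.6 uM TRb LBD, 20 nM labeled SRC2 20-mer, 1 uM T3, 5% DMSO; 5 hr ambient incubation; % activity per concentration and potencies from concentration series.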
KDM4E inh – blocks human JMJD2E demethylase activity; JMJD2E catalytic domain, FDH-coupled NADH fluorescence (FDH is formaldehyde dehydrogenase); Potency, µM (doses to about 57.1 µM), for inactives: top-dose activity change, negative = inhibition, hits mostly inhibitors; actives 1.6% (n = 230,000); AID 2147; active = well fitted inhibition curve with a large enough effect, not every such curve was filed as active; inconclusive = small, poorly fitted or top-dose-only effect, or another doubt; inactive = no such curve, though single readings can be large or run the other way;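 also: 0% = wells with enzyme and -100% = buffer wells without enzyme; nearly all actives have a fitted effect of over 50% in size; many of its hits are not listed in these tables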
GoLoco inh red – RGS12 GoLoco-Gai1 interaction inhibition | P63096 | Gai1:RGS12 GoLoco peptide FP, rhodamine, 10 min | Potency, µM (highest dose often 61.6 µM), for inactives: at the top dose activity, negative = inhibition, actives largely listed as inhibitors | actives 0.44% (n = 230,000); active = well fitted inhibition curve with a large enough effect, not every such curve was filed as active; inactive = no such curve, though single readings can be large or run the other way; also: nearly all actives have a fitted effect of over 30% in size; many of its hits are not listed in these tables
TexasRed fluor – alters Texas Red total fluorescence, flagging assay interference; TRb/SRC2 Texas Red total fluorescence interference; Potency, µM (titrated, usually from 106 µM), for inactives: top-dose fluorescence change, negative = quenching; actives 0.29% (n = 280,000); active = well fitted curve in either direction with a large enough effect; inconclusive = small, poorly fitted or top-dose-only effect
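Flags fluorescent or light-absorbing compounds by total fluorescence, S + 2P, at 555 nm excitation and 632 nm emission. Mixture: 20 nM Texas Red SRC2 peptide, 0.6 uM human TRb LBD, 1 uM T3, 5% DMSO; compound exposure 5 h at ambient temperature.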
Tau FP inhib – blocks human tau fibril formation measured by polarization. actives 0.39% (n = 280,000). P10636. K18 P301L tau heparin fibrillization, Alexa594 FP, 6 h. Potency, µM (titrated, usually from 57.7 µM), for the others: at the top dose activity, negative = inhibition, most hits filed as inhibitors; also: nearly all actives have a fitted effect of over 55% in size
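FP of Alexa 594-tau after heparin (20 uM) induction. Substrate: human K18 P301L, 15 uM unlabeled, 0.24 uM labeled. Buffer 100 mM sodium acetate pH 7. 6 hr, 37 C.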
* hit, by the source's call; i = inactive; ? = inconclusive; . = no result given; [ ] = remark or other dose. Unless noted, calls follow the shape of the dose curve; as a rule, active = well fitted curve in the direction sought with a large enough effect; inconclusive = small, poorly fitted or top-dose-only effect, or another doubt; inactive = no such curve, though single readings can be large; an effect the other way counts as inactive or inconclusive. Unless noted, % is scaled to controls: 0 for no effect and ±100 for the full control effect; potency is read from the fitted curve at half-maximal effect.

SMILES	Tau ThT inhib	L3MBTL1 inh	RECQ1 inh	TRb-SRC2 inh	KDM4E inh	GoLoco inh red	TexasRed fluor	Tau FP inhib
C=CCn1c(SCC(=O)Nc2ncc(Cc3cc(C(F)(F)F)ccc3Cl)s2)nnc1-c1ccncc1	-5.5%	8.3%	i	-0.1%	-1.7%	-5.4%	0.3%	8.2%
CCOc1ccccc1NC(=O)C(CC)Sc1nc2ccncc2[nH]1 (stereo unspecified)	0.0%	.	.	-1.8%	.	.	-1.7%	-4.0%
COc1ccc(C2Nc3ccccc3C(=O)N2c2ccccc2)cc1CN1CCOCC1 (stereo unspecified)	-4.2%	5.3%	i	-1.6%	?	-8.9%	0.9%	0.7%
CCc1ccc(C(=O)COC(=O)CNC(=O)c2cccs2)cc1	-4.7%	6.7%	-5.6%	-12.9%	3.8%	-1.1%	-4.1%	6.0%
Cn1c(CN2CCCC2)nc2cc(NS(=O)(=O)c3ccccc3)ccc21	-8.6%	-8.2%	i	-2.0%	0.0%	14.4%	4.1%	4.3%
O=C(O)CCc1nn2c3ccccc3n(CCO)c2nc1=O	-6.5%	3.2%	-16.0%	-6.0%	?	17.3%	-0.7%	1.1%
CCN1CCN(C(=S)NCc2ccc(C)cc2)CC1	1.4%	-0.4%	-14.3%	-9.3%	5.1%	0.7%	0.3%	4.9%
COc1ccc(CCNC(=O)CSc2ccc(Br)cc2)cc1OC	-10.2%	14.0%	-12.9%	-9.6%	-0.6%	-3.3%	1.2%	?
CN(C)CCCC(=O)c1ccc2c(c1)OCO2	-3.7%	.	-4.7%	-13.2%	-22.3%	-2.4%	1.2%	9.1%
Cc1cc(C)c2c(n1)nn1c(C)c(CCC(=O)NCc3ccco3)c(C)nc21	?	?	-14.0%	-2.5%	?	7.7%	0.1%	-5.4%
O=C(NCCc1csc2nc(-c3cccc(F)c3)nn12)c1ccc(Br)o1	-8.8%	.	.	1.2%	.	.	-1.9%	-3.3%
CC(C)(C)c1ccc(C2=NC(=O)C(CC(=O)O)S2)cc1 (stereo unspecified)	.	.	i	-8.5%	-17.9%	25.2%	-2.4%	?
Cc1ccc(C)c(N2CCN(C(=O)c3ccc(Cn4c(=O)[nH]c5ccccc5c4=O)cc3)CC2)c1	-12.7%	-8.2%	-2.0%	-3.3%	-17.2%	4.4%	-3.5%	-5.3%
Cc1ccc(C)c(NC(=O)CCCn2nc(C)c3sc4ccccc4c3c2=O)c1	1.8%	.	.	-3.6%	.	.	1.3%	-12.8%
CCCCCC/C(C)=C1/SC(=S)NC1=O	-20.0%	-10.2%	-3.3%	-5.8%	0.4%	14.4%	-1.6%	0.4%
CCCCCCCCCCCCC(C(=O)O)C(C)C(=O)O (stereo unspecified)	-2.0%	.	i	6.4%	3.2%	-6.0%	-2.9%	-1.0%
CC(=O)Nc1ccc(/C=N/Nc2nc3ccccc3[nH]2)cc1	?	-4.2%	1.4%	-20.3%	-7.0%	11.1%	-1.5%	11.6%
O=C(NC1CCCCC1)C(=S)N1CCCC1	9.1%	6.3%	i	2.0%	14.6%	8.0%	4.2%	2.4%
Cc1nc(N2CCCC2)c2c(C(=O)N3CCN(c4ccccc4)CC3)c(C)oc2n1	-5.6%	.	.	0.4%	.	.	0.4%	1.9%
Cc1ccc(C2CC(=O)C(C=NCCN3CCN(CC(=O)Nc4cc(C)cc(C)c4)CC3)=C(O)C2)cc1 (stereo unspecified)	-17.7%	4.6%	-4.3%	-3.4%	-5.8%	10.5%	-4.7%	9.4%
N#Cc1ccc(/C=C/C(=O)c2ccc3c(c2)OCO3)cc1	?	.	i	5.5%	4.8%	11.6%	-1.3%	5.1%
CCCCNC(=O)C1CCCNC1=O (stereo unspecified)	-4.8%	.	i	-8.5%	9.6%	3.9%	0.9%	1.3%
CCCCOC(=O)c1ccc(NC(=O)C(=O)NCCN(C)C)cc1	-10.1%	-12.6%	1.6%	-5.9%	-4.3%	4.1%	-4.9%	2.1%
COC(=O)C(O)(CC(=O)Nc1ccc(C)c(F)c1)C(F)(F)F (stereo unspecified)	-3.1%	.	-2.4%	9.2%	8.6%	-7.7%	-0.8%	4.0%
CCCCNc1nc2c(S(=O)(=O)c3ccc(C)c(C)c3)nnn2c2ccsc12	-0.9%	.	.	-1.7%	.	.	-1.0%	?
O=[N+]([O-])c1ccc(/C=N/N=C/c2ccc([N+](=O)[O-])o2)o1	12.6µM*	?	-8.4%	-4.3%	14.1µM*	3.6%	-8.8%	?
O=c1cc(O)c(-c2ccccc2Cl)c(Cl)[nH]1	-7.4%	.	-6.0%	-1.3%	1.9%	4.7%	3.7%	-0.2%
O=C(CCCN1C(=O)c2ccccc2C1=O)Nc1nc2ccccc2[nH]1	-4.0%	-5.7%	i	2.2%	-9.0%	10.0%	-3.9%	3.5%
Nc1cccc2cnccc12	-13.4%	1.2%	17.8%	3.9%	-17.2%	0.6%	1.8%	-5.5%
CN(C)c1c(-c2ccccc2)cc(-c2ccccc2)[nH]c1=O	?	.	i	-1.5%	?	-4.0%	-3.9%	-1.3%
Cc1ccc(C)c(N2C(=O)CC(N3CCN(Cc4ccc5c(c4)OCO5)CC3)C2=O)c1 (stereo unspecified)	-4.9%	-0.6%	i	-0.9%	9.1%	-13.7%	4.1%	3.1%
O=[N+]([O-])c1ccc(Sc2ncc3ccccn23)nc1	-6.9%	-5.8%	-10.4%	-0.4%	-5.9%	-0.5%	-4.4%	-4.7%
CCOc1ccc(-n2c(SCC(=O)c3c(N)n(C)c(=O)n(C)c3=O)nnc2-c2cccnc2)cc1	2.0%	6.0%	i	3.2%	1.6%	-2.7%	-1.0%	-9.5%
CC(C(=O)N/N=C/c1ccc(N(C)C)c(Br)c1)N(c1ccccc1)S(C)(=O)=O (stereo unspecified)	-17.4%	-4.8%	7.6%	1.7%	-0.9%	-6.1%	-2.6%	1.0%
Cc1ccc(S(=O)(=O)N/N=C2/CC(c3ccccc3)Oc3ccccc32)cc1 (stereo unspecified)	-3.8%	-0.2%	-17.1%	-4.1%	-6.3%	2.6%	-0.5%	2.4%
CC(C)(C)N1CSC(=S)N(Cc2ccccc2)C1	1.3%	3.2%	i	-0.6%	11.2%	14.5%	-1.8%	-12.1%
Cc1cc(Cl)ccc1NC(=S)N1CCC(C(N)=O)(N2CCCCC2)CC1	-4.7%	-3.3%	-0.5%	-2.2%	20.6%	-0.7%	-3.3%	0.6%
COc1ccc(OC)c(N(CC(=O)NCCSc2ccccc2)S(C)(=O)=O)c1	-5.3%	1.7%	-1.9%	1.7%	2.4%	-4.8%	-2.1%	-7.2%
Cc1cc(=O)c2n(Cc3ccc(Cl)cc3)nc[n+]2[nH]1	2.9%	.	i	6.3%	4.4%	17.0%	2.4%	-12.0%
COC(=O)c1ccccc1NC(=S)NC(=O)COc1ccccc1	?	3.8%	4.7%	7.9%	0.9%	-4.2%	2.1%	-2.3%
O=C(Nc1cccc(S(=O)(=O)Nc2ccc(Cl)cc2)c1)c1ccc2c(c1)OCCO2	9.8%	-6.4%	-22.5%	-4.7%	-2.4%	21.8%	1.1%	?
Nc1nnc(CC(=O)N/N=C\c2cc([N+](=O)[O-])ccc2O)s1	?	?	-6.2%	-5.1%	14.1µM*	5.5%	-8.9%	-3.5%
O=C(CSc1nc2ncccc2[nH]1)c1ccc2c(c1)OCO2	.	.	-2.5%	6.7%	8.0%	-3.4%	1.6%	-17.6%
Clc1ccc(C2=CSC3=Nc4cccc5cccc(c45)N23)cc1	4.1%	?	i	-22.6%	6.2%	-3.2%	2.3%	-2.0%
CN(C)c1ccc(CNC23CN4CN(CN(C4)C2)C3)cc1	?	0.1%	-7.4%	0.3%	-4.4%	-21.9%	-3.0%	4.1%
N=C(N)SCc1nc2ccccc2c(=O)n1-c1ccccc1Cl	-20.4%	9.3%	-14.4%	4.9%	?	47.5%[activator]	0.8%	2.1%
COc1ccc(CNC(=O)c2cc3cccc4c3n2CC(C)S4)cc1OC (stereo unspecified)	-15.0%	.	.	6.0%	.	.	-1.7%	-0.5%
O=C(NCCCO)C(=O)NCc1ccccn1	-12.3%	.	-2.7%	7.5%	0.4%	0.9%	0.3%	-1.8%
Cc1cc2nc3n(c2cc1C)CC1CC(C(=O)NCc2cccc(C(F)(F)F)c2)N(C)C31 (stereo unspecified)	-6.9%	.	i	-5.9%	-5.2%	-3.8%	-1.8%	3.9%
COc1ccc(-c2nnnn2C(C)C)cc1S(=O)(=O)Nc1ccccc1	-6.3%	4.6%	-2.8%	-3.2%	0.9%	0.8%	-2.3%	?
CNC(=O)NC(=O)C(C)OC(=O)CCCc1nc2ccccc2s1 (stereo unspecified)	-1.8%	-1.2%	-17.5%	0.5%	-12.6%	12.8%	-2.1%	-12.5%
COc1ccccc1CN(Cc1nc2ccccc2c(=O)[nH]1)C(=O)Nc1cccc(C)c1	?	.	i	-25.5%	-6.3%	-12.2%	0.1%	1.9%
O=C(NCc1ccc(Cl)cc1)c1ccccc1CCc1ccccc1	-3.1%	15.7%	-2.6%	5.1%	-2.2%	-2.5%	-15.7%	-1.1%

Exported in markdown: part of the list above
| mol | Tau ThT inhib | L3MBTL1 inh | RECQ1 inh | TRb-SRC2 inh | KDM4E inh | GoLoco inh red | TexasRed fluor | Tau FP inhib |
| --- | --- | --- | --- | --- | --- | --- | --- | --- |
| Nc1nnc(CC(=O)N/N=C\c2cc([N+](=O)[O-])ccc2O)s1 | ? | ? | -6.2% | -5.1% | 14.1µM* | 5.5% | -8.9% | -3.5% |
| O=C(CSc1nc2ncccc2[nH]1)c1ccc2c(c1)OCO2 | . | . | -2.5% | 6.7% | 8.0% | -3.4% | 1.6% | -17.6% |
| Clc1ccc(C2=CSC3=Nc4cccc5cccc(c45)N23)cc1 | 4.1% | ? | i | -22.6% | 6.2% | -3.2% | 2.3% | -2.0% |
| CN(C)c1ccc(CNC23CN4CN(CN(C4)C2)C3)cc1 | ? | 0.1% | -7.4% | 0.3% | -4.4% | -21.9% | -3.0% | 4.1% |

This is a subset; the hit share may differ from the screen's.
